# DTT redox prof = compounds producing H2O2 with reducing agent – biochemical, NIH compound library profiling, artefact control for MLSCN library redox annotation, primary screen; DTT-dependent redox cycling H2O2, phenol red/HRP absorbance; 100% = 100 µM peroxide control, 0% = buffer; activation, % at 10 µM; actives 0.03% (n = 200,000); AID 878;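 active = activation of at least 50% relative to the plate's high and low controls in the primary single-dose screen; inactive = activation below 50%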;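 also: compound incubated with DTT at 0.8 mM final as the reducing agent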
# L major viab = Leishmania major promastigote growth inhibition; inhibition, % at 10 µM; Leishmania major promastigotes, resazurin fluorescence viability; actives 9% (n = 200,000);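 also: promastigotes grown with compound for 44 hours at 28 °C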
# Diaph act CS = activates diaphorase or chemically reduces, flagging diaphorase assay artifacts; Diaphorase/resazurin coupled assay, resorufin fluorescence, 16 min; hits give high values; 1 = vehicle wells, 0 = NADH-free wells; activation factor at 20 µM; actives 0.005% (n = 190,000); AID 1229;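 active = diaphorase activity raised at least twofold by the compound at 20 µM; inactive = activation factor below 2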
#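 Material: Purified diaphorase enzyme from Clostridium kluyveri | Buffer or medium: 50 mM HEPES pH 7.4 with 4.542 mM MgCl2, 0.005% Tween 20 | Times: 16 min enzyme reaction, ambient temperature | Signal: Red resorufin fluorescence at 544/590 nm excitation/emission | Measure: Increased resorufin signal from activators or reducing compounds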
# TLR4 MyD88 comp = inhibitors of human TLR4-MyD88 binding. AID 861. actives 0.18% (n = 200,000). O00206+Q99836. HeLa CL3-4 TLR4/MyD88 BLA complementation, FRET ratio. inhibition, % at 8.4 µM; in the data active = inhibition above about 25%;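 also: 0% = vehicle and 100% = reference inhibitor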
# G6PDH counter = counter-screen for G6PDH assay hits: L. mesenteroides G6PDH inhibition | Purified L. mesenteroides G6PDH, diaphorase/resazurin coupled fluorescence, 45 min | inhibition, % at 5 µM | actives 0.12% (n = 200,000) | AID 1020
# Hsp70 act = Hsp70 transcriptional activation, primary screen; actives 0.04% (n = 200,000); HeLa Hsp70 promoter luciferase reporter, luminescence; scaled: vehicle 0, proteasome-inhibitor control 100%; activation, % at 10 µM;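 active = activation above the mean across all tested compounds plus 3 SD, cutoff set per campaign, cut at about 5.5% in these data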;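 also: 100% = MG132 at 30 µM as the positive control and 0% = DMSO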
# RAM network inh = inhibitors of the yeast RAM network. S. cerevisiae dse1pr::URA3 reporter, 5-FOA growth OD615, 2 d; analog-sensitive cbk1-as2 kinase mutant strain. inhibition, % at 50 µM. actives 1.8% (n = 190,000). AID 868;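 active = inhibition above a set limit, 3 SD over mean compound inhibition, cut at about 8.4% in these data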;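 also: 0% = DMSO-only wells with no growth and 100% = 10 µM 1-NA-PP1 full growth; inhibition rescues growth on 5-FOA so higher OD means more RAM inhibition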
# Diaphorase inh = counter-screen for diaphorase-based assays: diaphorase inhibitors and chemical oxidizers. diaphorase resazurin-to-resorufin fluorescence, NADH, 16 min; bacterial (C. kluyveri) enzyme, not human. inhibition, % at 20 µM. actives 0.69% (n = 190,000);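 active = primary screen inhibition at 20 µM above a set limit, cut at about 50% in these data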;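 also: plate controls were DMSO with full reaction for no effect and wells lacking NADH for full effect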
#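 Detection: fluorescence of resorufin formed from resazurin, Ex 544/Em 590 nm; test system: Clostridium kluyveri diaphorase enzyme; amount: 0.14 U/mL diaphorase, enzyme working solution; times: 16-min room-temperature incubation before reading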
# S1P3 antag = antagonists of human S1P3 receptor | actives 0.27% (n = 170,000) | AID 485 | CHO S1P3 NFAT-BLA reporter, FRET fluorescence, antagonist mode | inhibition, % at 4.98 µM | Q99500;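 active = inhibition above the plate cutoff, the mean inhibition of test wells on that plate plus 3 SD, cut at about 28% in these data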;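 also: cells challenged with S1P at its EC80 of 0.8 µM; blue over green emission ratio from cleaved BLA substrate after 4 h stimulation; 0% = S1P-stimulated wells and 100% = unstimulated DMSO-only wells; some compounds past the cut are filed as inactive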
# Target sequence (Q99500 whole entry, looked up): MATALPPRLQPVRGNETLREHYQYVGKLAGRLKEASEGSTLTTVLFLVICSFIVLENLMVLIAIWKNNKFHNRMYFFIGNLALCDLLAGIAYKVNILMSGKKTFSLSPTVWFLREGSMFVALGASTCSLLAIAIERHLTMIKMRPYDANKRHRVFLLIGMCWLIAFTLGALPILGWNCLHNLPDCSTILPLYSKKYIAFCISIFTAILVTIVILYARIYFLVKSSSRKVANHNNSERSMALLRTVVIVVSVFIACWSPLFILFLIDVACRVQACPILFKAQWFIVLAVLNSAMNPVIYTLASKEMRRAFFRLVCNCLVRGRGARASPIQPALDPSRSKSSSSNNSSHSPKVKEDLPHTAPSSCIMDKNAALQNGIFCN
# PMI act = activators of human phosphomannose isomerase; P34949; activation factor at 20 µM; AID 1214; purified human PMI, coupled resazurin fluorescence, 20 min; hits give high values; 1 = vehicle control, 0 substrate-free wells; actives 0.005% (n = 190,000);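 active = activation factor of 2 or more at 20 µM, relative to plate controls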
# Target sequence (P34949 whole entry, looked up): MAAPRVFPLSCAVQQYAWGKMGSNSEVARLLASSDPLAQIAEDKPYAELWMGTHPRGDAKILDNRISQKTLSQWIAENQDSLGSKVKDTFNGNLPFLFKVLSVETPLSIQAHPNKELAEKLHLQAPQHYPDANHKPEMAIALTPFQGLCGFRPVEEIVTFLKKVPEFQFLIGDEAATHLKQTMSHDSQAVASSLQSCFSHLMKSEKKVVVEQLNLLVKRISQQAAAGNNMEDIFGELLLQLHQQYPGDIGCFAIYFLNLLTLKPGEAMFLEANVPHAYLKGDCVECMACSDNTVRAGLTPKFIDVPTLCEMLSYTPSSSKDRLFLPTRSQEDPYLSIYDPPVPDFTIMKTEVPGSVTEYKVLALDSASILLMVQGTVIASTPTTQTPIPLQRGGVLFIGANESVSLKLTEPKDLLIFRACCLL
# PMI act hi M6P = PMI (human) activation, high substrate | actives 0.34% (n = 190,000) | P34949 | activation factor at 20 µM | coupled PMI enzyme assay, resazurin fluorescence, 20 min; hits give high values; 1 = untreated enzyme, 0 = substrate-free blank;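 active = activation factor of 2 or more at 20 µM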
#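 Test system: human PMI in coupled enzyme assay; Input: PMI at 15 ng/mL final; Medium: HEPES buffer, pH 7.4; Schedule: 20 min incubation at room temperature; Technique: resorufin fluorescence at Ex 544/Em 590 nm; Compound: 20 µM single dose; Probe or stimulus: Near-saturating mannose-6-phosphate, 1.0 mM.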
# Starred values were filed as active, the others as inactive; · = no result given. Rule as the data show it, unless noted: active = inhibition above about 50%; inactive = the rest. Compounds as they come. About 12% of those tested had a hit in this group.
Compound	DTT redox prof	L major viab	Diaph act CS	TLR4 MyD88 comp	G6PDH counter	Hsp70 act	RAM network inh	Diaphorase inh	S1P3 antag	PMI act	PMI act hi M6P
CN(C)S(=O)(=O)c1ccc(/C(O)=C2/C(=O)C(=O)N(Cc3cccnc3)C2c2cccs2)cc1 (stereo unspecified)	-1.1	-9	0.9	-20	3	0.1	1.3	10	4	1.1	1.1
COc1ccc(CNC(=O)Cc2ccc(OC)c(S(=O)(=O)N3CCOCC3)c2)cc1	2.1	-4	0.8	-13	7	-0.2	0.4	16	18	0.9	0.9
COc1ccc(/C(C)=N/OCC(=O)N=Nc2c(O)[nH]c3ccccc23)cc1	0.3	-4	0.9	-4	20	-0.4	3.2	11	1	0.8	0.9
Clc1ccc(Cn2ncc3c(NCc4ccccc4)ncnc32)c(Cl)c1	-0.4	-7	0.8	-12	-3	-0.4	6.5	24	-6	0.9	0.8
Cc1cc(C(=O)NN)c2cc(Br)ccc2n1	1.5	-4	1	-1	3	-0.2	2.0	-4	·	1.1	1.2
COc1ccc(NC(=O)c2cnc3sccn3c2=O)cc1	-2.7	-5	0.9	4	2	-0.1	1.7	12	-36	0.9	0.9
Cc1cccc(C(=O)NC(=S)Nc2ccc(N3CCOCC3)cc2)c1	-0.3	-6	0.7	-12	2	-0.1	-0.1	34	-1	0.9	0.9
CCC(=O)Nc1cccc(NC(=S)NC(=O)c2ccc(Cl)cc2)c1	0.3	9	0.9	16	-15	-0.1	5.7	13	-18	0.9	1
Cc1ccc(C(=O)NCC(=O)O)s1	-0.2	-11	0.9	-24	-4	0.1	0.1	5	13	1	0.9
CC(=O)N1N=C(N)SC1c1cccc([N+](=O)[O-])c1 (stereo unspecified)	0.0	-7	0.9	-11	7	-0.6	0.4	13	8	1	1
C(=C\c1ccccc1)/C=N/Nc1nc2ccccc2[nH]1	0.6	37	1.1	-4	-39	-0.1	-0.5	-13	-6	1	1.2
CC(c1cccs1)N(Cc1ccco1)C(=O)Nc1ccc(Cl)c(Cl)c1 (stereo unspecified)	0.4	24	0.8	6	1	0.5	11*	20	·	0.9	0.9
CCNC(=O)n1cc(-n2cncn2)c(-c2ccccc2)n1	-0.5	3	1.2	11	12	-0.1	0.2	-18	-27	1.1	1.1
CCOC(=O)c1sc(NC(=O)c2cccs2)nc1C	2.9	-3	0.9	10	6	-0.1	1.1	6	·	1	0.9
Cc1ccc(CSCC(=O)NCCCN2CCOCC2)cc1	-1.9	2	0.8	1	13	-0.1	2.8	22	-3	1	1.1
CC(=O)N/C(=C\c1ccc(F)cc1)C(=O)NC(C(=O)O)C(C)C (stereo unspecified)	-0.2	-2	1	7	4	-0.1	2.1	4	-28	1.1	1
COc1cccc(C(=O)NC2CCN(C(=O)N3CCCCC3)CC2)c1	-0.3	-6	0.8	2	2	0.4	0.9	19	10	0.9	0.9
CC(=O)N(Cc1ccc(Br)cc1)c1cccc(C)c1C	0.1	0	0.9	20	1	-0.1	-1.8	15	-1	0.9	1
CSc1ncccc1C(=O)OCc1ccc(Br)cc1	-2.4	-1	0.8	-4	13	0.2	-0.1	16	-4	1	1
O=C(NCCO)Nc1ccc2nc(-c3ccco3)c(-c3ccco3)nc2c1	0.1	8	0.3	3	31	-0.1	1.7	74*	-8	1.3	0.8
CCc1nnc(NC(=O)C(=O)NCCOC(=O)c2ccccc2)s1	-0.1	-9	0.9	-9	1	-0.6	1.9	12	·	0.9	0.9
c1cc2c(cc1-n1cnnn1)OCO2	0.4	-14	1	4	4	-0.4	0.7	-2	4	1	1
Cc1c(C)n(C(=O)CN2CCN(c3ccccc3)CC2)c2ccccc12	0.0	-2	0.9	-2	3	0.3	-0.2	9	·	1	1
COc1ccc(C)cc1NC(=O)C(OC(=O)CNC(=O)c1cccc(F)c1)c1ccccc1 (stereo unspecified)	0.6	-7	0.8	-5	-13	-0.5	1.6	16	-2	0.9	1
O=C(Cn1cnc2ccccc2c1=O)Nc1nnc(SCc2ccccc2)s1	-3.4	-8	0.8	3	11	-0.1	6.8	18	·	1	0.9
O=C(Nc1cccnc1)c1scc2c1OCCO2	0.1	-4	0.9	4	0	-0.1	2.3	14	-2	1	1
COc1cc(OC)cc(C(=O)NCC(=O)OCC(=O)c2cc(C)n(Cc3ccco3)c2C)c1	-0.6	-2	0.9	-12	-2	-0.4	6.2	12	-5	1	1
CCOCCCNC(=O)c1ccc2c(=O)n(CCCOCC)c(=S)[nH]c2c1	-0.3	6	0.9	-16	8	0.0	1.5	7	-8	1.2	1.1
O=C(CSCc1c(Cl)cccc1Cl)Nc1ccc2c(c1)OCCO2	0.4	7	0.8	7	9	-0.2	7.4	21	16	0.9	1
Cc1cc(NC(=O)CSC2=NCCS2)no1	-2.2	-3	1	8	-1	-0.5	0.0	-5	-36	1	1.1

# Compound profiles, from the list above. Order of screens: DTT redox prof | L major viab | Diaph act CS | TLR4 MyD88 comp | G6PDH counter | Hsp70 act | RAM network inh | Diaphorase inh | S1P3 antag | PMI act | PMI act hi M6P
# Record of `CCc1nnc(NC(=O)C(=O)NCCOC(=O)c2ccccc2)s1` = -0.1 | -9 | 0.9 | -9 | 1 | -0.6 | 1.9 | 12 | · | 0.9 | 0.9
# Record of `COc1ccc(C)cc1NC(=O)C(OC(=O)CNC(=O)c1cccc(F)c1)c1ccccc1` (stereo unspecified) = 0.6 | -7 | 0.8 | -5 | -13 | -0.5 | 1.6 | 16 | -2 | 0.9 | 1
# Record of `CCOCCCNC(=O)c1ccc2c(=O)n(CCCOCC)c(=S)[nH]c2c1` = -0.3 | 6 | 0.9 | -16 | 8 | 0.0 | 1.5 | 7 | -8 | 1.2 | 1.1
# Record of `O=C(Cn1cnc2ccccc2c1=O)Nc1nnc(SCc2ccccc2)s1` = -3.4 | -8 | 0.8 | 3 | 11 | -0.1 | 6.8 | 18 | · | 1 | 0.9

# A few values from the entries so far:
# PMI act hi M6P with CCOCCCNC(=O)c1ccc2c(=O)n(CCCOCC)c(=S)[nH]c2c1 : 1.1
# PMI act with COc1ccc(C)cc1NC(=O)C(OC(=O)CNC(=O)c1cccc(F)c1)c1ccccc1 (stereo unspecified) : 0.9

# Back to the main list; the 4 compounds before the break are reprinted first.
Compound	DTT redox prof	L major viab	Diaph act CS	TLR4 MyD88 comp	G6PDH counter	Hsp70 act	RAM network inh	Diaphorase inh	S1P3 antag	PMI act	PMI act hi M6P
COc1cc(OC)cc(C(=O)NCC(=O)OCC(=O)c2cc(C)n(Cc3ccco3)c2C)c1	-0.6	-2	0.9	-12	-2	-0.4	6.2	12	-5	1	1
CCOCCCNC(=O)c1ccc2c(=O)n(CCCOCC)c(=S)[nH]c2c1	-0.3	6	0.9	-16	8	0.0	1.5	7	-8	1.2	1.1
O=C(CSCc1c(Cl)cccc1Cl)Nc1ccc2c(c1)OCCO2	0.4	7	0.8	7	9	-0.2	7.4	21	16	0.9	1
Cc1cc(NC(=O)CSC2=NCCS2)no1	-2.2	-3	1	8	-1	-0.5	0.0	-5	-36	1	1.1
COCCCNC(=O)c1ccc(NC(C)=O)cc1	-0.1	-5	0.9	-6	7	-0.1	0.1	10	-38	1	0.9
COc1cccc2[nH]c3c(=O)n(CCN(C)C)cnc3c12	·	·	0.9	·	2	·	·	10	-2	0.9	0.9
O=C(Cn1c(CN2CCCCC2)nc2ccccc2c1=O)NC1CCCCC1	-0.8	1	0.9	6	6	0.0	0.6	10	·	1.1	1.1
O=C(COC(=O)COc1ccc2ccccc2c1)Nc1cc(C(F)(F)F)ccc1N1CCOCC1	0.5	-3	0.8	-7	-19	-0.5	3.2	16	10	0.8	0.9
Cc1cc(C)c2c(=O)[nH]c(SCC(=O)NCc3ccccc3)nc2n1	0.0	-8	0.9	13	15	0.0	0.7	14	·	0.9	0.9
c1ccc(CNC2=NCCCCC2)cc1	2.4	-10	1	14	5	-0.1	0.9	3	7	1.1	1.1
O=C(NC1CCCCCC1)C(=S)N1CCOCC1	0.0	-3	0.9	-1	-6	0.0	-0.6	8	-2	0.4	0.7
Cc1cc(C)nc(Nc2n[nH]c(-c3ccccc3Br)n2)n1	-0.7	15	1.1	-5	4	0.0	2.8	-7	-8	1	1
CCOC(=O)N1CCC(NC(=O)CSCc2cnn(-c3ccccc3)c2-n2cccc2)CC1	0.0	5	0.9	-14	6	-0.4	0.1	13	8	0.9	0.9
O=C1/C(=C/c2cccnc2)CC/C1=C\c1cccnc1	-0.4	82*	1	5	-5	0.0	-0.1	3	4	1	1
CCNC(=O)CC1C(=O)N(c2ccc(C)cc2)C(=O)N1CCc1ccc(OC)c(OC)c1 (stereo unspecified)	3.1	-8	0.9	-6	2	0.1	0.6	9	·	1.1	1
COc1ccc(N2CCN(C(=O)Cc3ccc(-n4c(=O)[nH]c5ccccc5c4=O)cc3)CC2)cc1	3.8	0	0.7	-1	4	-0.2	2.8	25	-7	0.9	0.8
O=S(=O)(NCCC(c1ccc(F)cc1)c1ccco1)c1ccccc1 (stereo unspecified)	0.4	14	0.8	-11	-12	-0.2	3.3	20	-12	0.8	0.8
COCCCNC(=O)c1c[nH]c2ccc(S(=O)(=O)N3CCC(C)CC3)cc2c1=O	-2.3	-1	0.9	0	0	-0.2	3.9	13	-13	0.9	1
O=C(OCCN1CCOCC1)c1cccs1	0.0	-1	0.9	-9	-6	0.1	1.5	12	·	0.9	0.9
CCn1c(=NC(=O)CSC(C)=O)sc2cc(F)ccc21	0.1	3	0.9	-8	7	0.0	2.0	11	·	0.8	0.9
O=C(CN1C(=O)C2CCCCC2C1=O)OCC(=O)c1ccc(Cl)s1 (stereo unspecified)	-0.3	-12	0.9	10	8	0.2	-0.1	13	-12	1	0.9
COc1ccc(Nc2nc(N3CCCCC3)nc(N3CCCCC3)n2)c(OC)c1	·	·	1	·	-1	·	·	4	8	1	1

# Compound activity: PubChem BioAssay, several laboratories
